Pf growth 96h = inhibits malaria parasite growth, 96 h. P. falciparum luciferase reporter growth, 96 h. Potency, µM (highest dose often 28.7 µM), for inactives: top-dose activity change, negative = inhibition, actives largely listed as inhibitors. 320,000 compounds, 6.9% hits. AID 504834; also: potency is read from the fitted curve at half-maximal effect; % is scaled to controls: 0 for no effect and ±100 for the full control effect
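Erythrocytes infected with luciferase-expressing P. falciparum were dispensed at 2% hematocrit and 0.05% parasitemia (final), then incubated with compounds 96 hours at 37 C in 5% CO2. Luminescence after detection reagent addition reported growth.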
HCV inhibitor = HCV inhibition; Huh7.5.1 HCVcc-Cre infection, luciferase reporter, 44 h; AID 651820; Potency, µM (series often up to 41.8 µM), inactives show at the top dose activity change, negative = inhibition, usual class: inhibitors; 340,000 compounds, 3.4% hits; also: potency is read from the fitted curve at half-maximal effect; % is scaled to controls: 0 for no effect and ±100 for the full control effect
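1,000 cells/well; 4 h culture; + compound; + HCVcc-Cre (~0.5 moi); 44 h; luciferase substrate, RT 15 min; read 15 sec.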
Pf growth 48h = inhibits P. falciparum growth in the first generation, 48 h; 310,000 compounds, 5.9% hits; Potency, µM (top dose mostly 28.7 µM), inactives show top-dose activity change, negative = inhibition, usual class: inhibitors; P. falciparum luciferase growth in erythrocytes, 48 h; also: potency is read from the fitted curve at half-maximal effect; % is scaled to controls: 0 for no effect and ±100 for the full control effect
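Here the parasites carry a stable luciferase gene and grow inside erythrocytes in Albumax-based RPMI medium with compound for one erythrocytic cycle. Activity is scored as loss of luminescent signal.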
Shiga inhibitor = Shiga toxin inhibition; Vero cells, Shiga toxin protein synthesis inhibition reporter; 290,000 compounds, 9.2% hits; AID 2315; inhibition, % at 38.7 µM; in the data active = inhibition mostly above about 28%, no sharp cut-off; inactive = mostly below about 43%; also: 0% is about no effect
Cycloheximide cs = counter-screen for Shiga toxin inhibitors: cycloheximide protein synthesis inhibition; cell reporter, cycloheximide protein synthesis inhibition counterscreen; max response, %; 300,000 compounds, 12% hits; in the data active = max response mostly above about 13%, no sharp cut-off; inactive = mostly below about 14%; also: read at 38.3 µM for the half of the compounds with a filed dose; 0% is about no effect
LmPK inhibitor = inhibitors of Leishmania mexicana pyruvate kinase | Q27686 | Potency, µM (series often up to 57.5 µM), inactives show top-dose activity change, negative = inhibition, usual class: inhibitors | purified LmPK, Kinase-Glo ATP luminescence, 1 h | 290,000 compounds, 0.37% hits | AID 1721; also: potency is read from the fitted curve at half-maximal effect; % is scaled to controls: 0 for no effect and ±100 for the full control effect
Target sequence (Q27686 whole entry, looked up): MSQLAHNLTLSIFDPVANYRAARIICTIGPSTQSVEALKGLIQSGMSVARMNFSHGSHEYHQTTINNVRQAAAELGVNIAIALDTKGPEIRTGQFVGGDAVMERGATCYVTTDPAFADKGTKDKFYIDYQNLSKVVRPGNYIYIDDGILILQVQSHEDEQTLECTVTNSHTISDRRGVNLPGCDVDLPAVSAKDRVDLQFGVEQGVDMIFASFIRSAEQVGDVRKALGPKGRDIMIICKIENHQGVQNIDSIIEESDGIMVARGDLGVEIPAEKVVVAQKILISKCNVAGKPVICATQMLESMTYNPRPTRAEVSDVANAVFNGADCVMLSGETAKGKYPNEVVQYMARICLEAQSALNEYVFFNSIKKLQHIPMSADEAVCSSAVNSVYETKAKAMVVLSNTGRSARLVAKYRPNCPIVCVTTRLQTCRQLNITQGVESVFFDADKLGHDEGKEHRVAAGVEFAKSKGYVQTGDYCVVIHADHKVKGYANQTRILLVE
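Kinase-Glo luminescence read after 1 h RT reaction of 0.1 nM LmPK with 0.5 mM PEP and 0.1 mM ADP. Activity scaled between uninhibited and enzyme-free controls.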
Tb PYK inh = blocks Trypanosoma brucei pyruvate kinase; TbPYK enzyme, Kinase-Glo Plus ATP luminescence, 45 min; Potency, µM (series often up to 76.8 µM), for the others: top-dose activity, negative = inhibition, most hits filed as inhibitors; 410,000 compounds, 0.12% hits; AID 624173; also: potency is read from the fitted curve at half-maximal effect; % is scaled to controls: 0 for no effect and ±100 for the full control effect; nearly all actives have a fitted effect of over 50% in size
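Assay buffer: 50 mM TEA pH 7.2, 100 mM KCl, 10 mM MgCl2, 0.05% BSA, 0.01% Tween-20. Pyruvate kinase from T. brucei plus substrate met compound, then ADP (130 uM final). Luminescence was read post 45 min RT.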
The depositor's hits bear a star; ? = inconclusive; . = no result given; + = active, no number; & = joins results of further samples; [ ] = dose if it differs, or a comment. Unless noted, calls follow the shape of the dose curve; as a rule, active = well fitted curve in the direction sought with a large enough effect; inconclusive = small, poorly fitted or top-dose-only effect, or another doubt; inactive = no such curve, though single readings can be large; an effect the other way counts as inactive or inconclusive.

smiles	LmPK inhibitor	Tb PYK inh	Pf growth 48h	HCV inhibitor	Pf growth 96h	Shiga inhibitor	Cycloheximide cs
COCCn1nnnc1SCC(=O)NCc1ccc2c(c1)OCO2	4%	6%	19%	-18%	-31%	-20	-3
CCCCCCN=Cc1c(O)n(C)c(=O)n(C)c1=O	4%	3%	-9%	20%	42%[activator]	-9	5
Cc1ccc2oc(=O)c3cnn(CC(=O)NC4CCN(Cc5ccccc5)CC4)c3c2c1	17%	-2%	.	-14%	2.3µM*	-13	-5
COC(=O)c1ccccc1S(=O)(=O)N1CCn2cccc2C1C (stereo unspecified)	0%	-6%	?	-22%	-18%	-8	5
Cc1nn(Cc2ccc(Cl)cc2)c(C)c1NC(=O)c1cc(-c2ccco2)on1	1%	-6%	?	?	15%	-13	-1
O=C(Nc1ccc(Br)cc1)C1CC(c2c(F)cccc2Cl)=NO1 (stereo unspecified)	-2%	-4%	46%[activator]	?	67%[activator]	16	13*
O=C(CCCc1ccccc1)Nc1ccccc1C(F)(F)F	3%	-1%	31%[activator]	12%	?	.	13*
COC(=O)[C@@]1(C#N)[C@@H]2C=CC(C(C)=O)=CN2[C@@H](C(N)=O)[C@@H]1c1ccc(F)cc1	4%	0%	71%[activator]	7%	50%[activator]	-8	1
O=C(COC(=O)C1CC(O)CN1S(=O)(=O)c1ccc(Cl)cc1)c1cccc(Cl)c1 (stereo unspecified)	3%	-6%	3%	1%	20%	-9	-3
COc1ccc(NC(=O)CN(C)C(=O)Cc2c(C)nc3ccccc3c2C)cc1	.	-1%	?	?	?	.	.
Cc1cc(C)nc(NC(=O)CCN2C(=O)c3ccccc3S2(=O)=O)n1	.	0%	16%	14%	30%	.	.
Cc1cc(Nc2ccccc2)nn1C(=O)c1ccc(Cl)cc1	12%	-3%	31%[activator]	?	.	156*	49*
O=C(Nc1ccc(Cl)cn1)Nc1ccc(Cl)cn1	3%	-1%	49%[activator]	9%	?	27	-1
CN1C(=O)/C(=C/c2ccccc2F)Sc2ccc(C(=O)NCC3CCCO3)cc21 (stereo unspecified)	-9%	-7%	?	-13%	?	-7	8
CCCn1nc(NC(=O)C(C)(C)C)c2cc3cc(OC)ccc3nc21	-4%	-8%	?	-19%	?	-8	-2
CC(NC(=O)CN1CCCC1)c1ccccc1 (stereo unspecified)	-7%	1%	-2%	15%	0%	1	1
Cc1ccc(-c2csc(N/N=C/c3ccco3)n2)c(C)c1	-1%	-10%	13µM*	?	37%[activator]	62*	46*
CCCNC(=O)c1ccc(S(=O)(=O)c2ccc(OC)cc2)c([N+](=O)[O-])c1	9%	1%	12µM*	?	4%	-5	1
CCN(CC)CCCn1c2c(c(SCC(=O)Nc3ccc(OC(F)(F)F)cc3)nc1=O)CCC2	.	-21%	?	10µM*	?	.	.
O=C(O)C1(P(=O)(c2ccccc2)c2ccccc2)CCC1	1%	-6%	0%	11%	6%	14	26
Cc1ccc(Nc2nc3ccccc3n3cnnc23)c(Cl)c1	3%	-7%	18%	10%	16%	7	5
CCC1C(=O)NCCN1C(=O)c1ccc2nc(Cc3ccc(OC)cc3)oc2c1 (stereo unspecified)	2%	2%	-17%	18%	?	3	16
O=C1c2cccc(OCC(=O)N3CCCc4ccccc43)c2CCN1Cc1ccc(F)cc1	-2%	3%	?	?	10µM*	20	2
N/C(=N\OC(=O)Cc1cccs1)c1ccc([N+](=O)[O-])cc1	1%	3%	34%[activator]	13%	65%[activator]	+	31*
Nc1nonc1C(=O)NCCNC(=O)c1ccccc1F	-7%	-3%	-15%	5%	12%[5.75 µM]	-4	-2
NC(=O)CC(NC(=O)c1ccccc1)c1ccc(NC2CCN(Cc3ccccc3)CC2)c([N+](=O)[O-])c1 (stereo unspecified)	-5%	-3%	36%[activator]	-12%	3%	7	3
C(=N\n1cnnc1)/c1ccc(-c2ccccc2)cc1	1%	-3%	-7%	?	.	37	9
Cc1ccc(CSC2=NCCN2C(=O)C2CC2)cc1	1%	2%	-6%	13%	?	2	-2
CCCN1CCC[C@H](c2cccc(O)c2)C1	.	-10%&-1%	-4%&-8%	?	-3%&-13%	.	.
CC(C)(C)CC(=O)Nc1ccccc1N1CCN(c2ccc(F)cc2)CC1	6%	-5%	?	0%	24%	.	1

Given as labelled records: part of the list above.
SMILES: Cc1cc(Nc2ccccc2)nn1C(=O)c1ccc(Cl)cc1
  LmPK inhibitor = 12%; Tb PYK inh = -3%; Pf growth 48h = 31%[activator]; HCV inhibitor = ?; Pf growth 96h = .; Shiga inhibitor = 156*; Cycloheximide cs = 49*

SMILES: O=C(Nc1ccc(Cl)cn1)Nc1ccc(Cl)cn1
  LmPK inhibitor = 3%; Tb PYK inh = -1%; Pf growth 48h = 49%[activator]; HCV inhibitor = 9%; Pf growth 96h = ?; Shiga inhibitor = 27; Cycloheximide cs = -1

SMILES: CN1C(=O)/C(=C/c2ccccc2F)Sc2ccc(C(=O)NCC3CCCO3)cc21 (stereo unspecified)
  LmPK inhibitor = -9%; Tb PYK inh = -7%; Pf growth 48h = ?; HCV inhibitor = -13%; Pf growth 96h = ?; Shiga inhibitor = -7; Cycloheximide cs = 8

SMILES: CCCn1nc(NC(=O)C(C)(C)C)c2cc3cc(OC)ccc3nc21
  LmPK inhibitor = -4%; Tb PYK inh = -8%; Pf growth 48h = ?; HCV inhibitor = -19%; Pf growth 96h = ?; Shiga inhibitor = -8; Cycloheximide cs = -2

Other structures:
smiles	LmPK inhibitor	Tb PYK inh	Pf growth 48h	HCV inhibitor	Pf growth 96h	Shiga inhibitor	Cycloheximide cs
COc1cccc2sc(NNC(=O)C3=COCCO3)nc12	7%	-13%	160%[activator]	?	94%[activator]	87*	40*
Cc1cccc(NC(=O)c2cc(S(=O)(=O)N3CCCCC3)c[nH]2)c1C	-1%	-2%&3%	2%	-18%	-9%	-5	-2
CC(C)Cn1c(-c2cccnc2)nc2c1c(=O)[nH]c(=O)n2CC(C)C	-1%	5%	-7%	19%	-27%	-8	-1
Cc1nc2cc(C(=O)O)ccc2s1	-3%	-29%	132%[activator]	-6%	13%	133*	44*
CN1CCN(S(=O)(=O)c2ccc(NN)nc2)CC1	.	-5%	?	19%	?	.	.
COc1ccc2cc3cc(C(=O)N4CCCCCC4)oc3nc2c1	-7%	-18%	0%	6%	?	72*	41*
CN(c1cccc(NC(=O)CN2C(=O)c3ccccc3S2(=O)=O)c1)S(C)(=O)=O	3%	0%	69%[activator]	10%&20%	16%	-10	-4
O=C(Nc1ncccc1Cl)c1cccc(F)c1	0%	2%	.	?	27%	1	-5
O=C(O)c1ccccc1SSc1ccccc1C(=O)O	17%	-22%	20%	16%	21%	-6	2
Cc1nn(-c2ccccc2)c(Cl)c1C(=O)NCC(C)C	4%	5%	2%	-12%	.	1	-1
CCOC(=O)CSc1nnc(CNC(=O)c2ccc(OC)cc2OC)n1-c1ccc(OC)cc1	0%	-1%	-5%	26%	20%	-10	5
COc1ccc(CN(C(=O)c2ccc(C)cc2)C2CCS(=O)(=O)C2)cc1 (stereo unspecified)	-2%	4%	8%	6%	14%	1	1
O=C(CO/N=C1\CCCc2nonc21)Nc1ccc(Br)cc1	1%	-23%	19%	?	?	13	7
CC(NC(=O)CN(c1ccccc1F)S(C)(=O)=O)c1ccccc1 (stereo unspecified)	1%	-3%	0%	-3%	?	-9	-4
COc1ccc(OC)c2[nH]c(=O)c(CCNS(=O)(=O)c3ccc(F)cc3)cc12	0%	-1%	-24%	-13%	40%[activator]	17	-1
C/C(=N\N=C(c1ccccc1)c1ccccc1)c1ccco1	1%	-11%	0%	?	16%	42	13
CCOc1ccccc1N1CCN(CC(O)COc2ccc3c(C)cc(=O)oc3c2)CC1 (stereo unspecified)	5%	1%	8.3µM*	?	-2%	-15	-1
CCC(CC)NC(=O)Cc1ccccc1OC	-6%	2%	.	-15%	?	-15	-4
N#Cc1c(NC(=S)NC(=O)C2CCCC2)sc2c1CCCCC2	3%	-5%	-7%	?	-27%	27*	23*
CC1CCN(CCCNC(=O)C2CCC(CNS(=O)(=O)c3ccccc3)CC2)CC1 (stereo unspecified)	0%	29%	21%	-5%	12µM*	-4	-3
Cc1ccccc1SC1CCN(C(=O)C2CCC(=O)N(C3CC3)C2)CC1 (stereo unspecified)	4%	-3%	-18%	-10%	0%	7	3
Cc1ccc(NC(=O)CCn2cnc3ccccc3c2=O)cc1Cl	2%	-13%	-25%	24%	.	-2	-2
N/C(=N/O)c1cccn1Cc1ccccc1[N+](=O)[O-]	3%	-2%	48%[activator]	10%	?	-13	2
Cc1ccc(NC(=O)COC(=O)COc2cccc3c2OC(C)(C)C3)cc1C	-5%	6%	?	4%	36%[activator]	9	-2
CSc1ccccc1NC(=O)CO/N=C(\C)c1cc2ccccc2o1	6%	2%	56%[activator]	-10%	-25%	31	18*
COc1ccccc1C(=O)NC(=O)COC(=O)CNC(=O)c1ccccc1	.	-2%	?	13%	7%	.	.
CCCc1cc(C(=O)OCC(=O)N(CCC)c2c(N)n(Cc3ccccc3)c(=O)[nH]c2=O)sc1C	.	0%	?	?	-61%	.	.

Sorted by molar mass (low to high): part of the list above
smiles	LmPK inhibitor	Tb PYK inh	Pf growth 48h	HCV inhibitor	Pf growth 96h	Shiga inhibitor	Cycloheximide cs
Cc1nc2cc(C(=O)O)ccc2s1	-3%	-29%	132%[activator]	-6%	13%	133*	44*
CCC(CC)NC(=O)Cc1ccccc1OC	-6%	2%	.	-15%	?	-15	-4
O=C(Nc1ncccc1Cl)c1cccc(F)c1	0%	2%	.	?	27%	1	-5
C/C(=N\N=C(c1ccccc1)c1ccccc1)c1ccco1	1%	-11%	0%	?	16%	42	13
Cc1nn(-c2ccccc2)c(Cl)c1C(=O)NCC(C)C	4%	5%	2%	-12%	.	1	-1
CCCc1cc(C(=O)OCC(=O)N(CCC)c2c(N)n(Cc3ccccc3)c(=O)[nH]c2=O)sc1C	.	0%	?	?	-61%	.	.

Screening data deposited in PubChem by National Center for Advancing Translational Sciences (NCATS).
